Myeloid diff MLP – promotes myeloid progenitor differentiation | ER-HoxA9 myeloid progenitors, lysozyme-GFP differentiation, flow cytometry | calls only at 10 µM | 1% of 360,000 active | AID 624256;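 active means normalized GFP-positive differentiation at or above the plate's own cutoff, the solvent-only control mean plus 3 SD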;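 further: cells exposed to compound for four days before flow analysis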
WT yeast gro inh – growth inhibition of WT yeast, mitochondrial fusion screen; mitochondrial fusion phenotypic screen, WT strain; inhibition, % at 10 µM; 2.1% of 190,000 active; AID 1362; in the data active means inhibition above about 58%; tested in S. cerevisiae
PhoP inhibition – PhoP-dependent GFP reporter repression – Salmonella Typhimurium, primary screen (AID 1863); S. Typhimurium PhoP-regulated promoter GFP reporter, 4 h; higher % means a stronger effect; 0.16% of 300,000 active; one-dose inhibition, % at 50 µM; IC50 in µM for titrated hits;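 active means inhibition over 29.93%, a cutoff 3 SD above the screen mean, later confirmed by dose response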;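 further: 0% = low Mg2+ inducing control and 100% = high Mg2+ repressing control; strong numbers were not always called active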
RSV antiviral HEp-2 – inhibition of RSV-induced cytopathic effect – HEp-2 cells, primary 10 µM value included (AID 2391) | HEp-2 cells, RSV-induced CPE inhibition; higher % means a stronger effect | CPE inhibition, % at 10 µM; hits with a dose series show IC50 in µM | 0.13% of 310,000 active; in the data active means a potency from the dose series; further: strong numbers were not always called active
human PMI inhibitors – MPI inhibition at elevated mannose 6-phosphate – biochemical, fluorescence intensity, high mannose 6-phosphate, primary screen (AID 1220) | 0.66% of 190,000 active | recombinant PMI enzyme, coupled fluorescence intensity; higher % means a stronger effect | one-dose inhibition, % at 20 µM; IC50 in µM for titrated hits
SIAH1 antagonists – Siah-1 peptide-binding antagonists, primary screen, biochemical, fluorescence polarization, rhodamine-plectin, uHTS (AID 1817) | 0.02% of 290,000 active | displacement, % at 20 µM, or IC50 in µM where a hit was titrated | Siah-1 / rhodamine-plectin peptide fluorescence polarization; higher % means a stronger effect;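 active means displacement of at least 50% at 20 µM, with a fluorescence ratio check between 0.3 and a set limit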;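 further: plate controls were Siah plus tracer with DMSO for no effect and tracer alone without Siah for full effect; strong numbers were not always called active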
TNAP activation fold – human TNAP enzyme activators, primary screen, biochemical, luminescent, no phosphate acceptor, uHTS (AID 1001) | 0.03% of 200,000 active | purified TNAP, luminescent activation assay, no phosphate acceptor; higher activation fold means a stronger effect | activation fold at 20 µM, or EC50 in µM where a hit was titrated; in the data active means activation fold from about 3, or a potency from the dose series; inactive means the rest, 99 in 100 with activation fold below about 1.6; further: many of its hits are not listed in these tables
PMI inhibitors – inhibitors of human PMI, primary screen, biochemical, fluorescence intensity, coupled assay (AID 1209); purified PMI enzyme, coupled fluorescence intensity; higher % means a stronger effect; inhibition, % at 20 µM; hits with a dose series show IC50 in µM; 0.42% of 190,000 active;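 further: plate controls were DMSO vehicle for no effect and wells lacking substrate for full effect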
XIAP antagonists – small molecules displacing peptide from XIAP – biochemical, IAP family, fluorescence polarization (AID 1018). XIAP BIR domain, fluorescence polarization peptide displacement; higher % means a stronger effect. one-dose displacement, % at 20 µM; IC50 in µM for titrated hits. 0.007% of 200,000 active; in the data active means displacement above about 50%; further: a part of the inactive calls stands beside numbers as strong as those of hits
WT yeast gro inh mutant strain – further read-out of WT yeast gro inh, marked with its call; inhibition, %; mitochondrial fusion phenotypic screen, mutant strain inhibition
Myeloid diff MLP GFP+ MAC1+ % – recorded beside Myeloid diff MLP, whose call it bears; GFP+ MAC1+ double positive, %; measured here: differentiation confirmed by MAC1 staining
Starred values were filed as active, the others as inactive. Unless noted, no stated cut-off is given here; in the data, active means inhibition above about 50%; inactive means the rest.

CCn1ncc(Cl)c1C(=O)Nc1cc([N+](=O)[O-])ccc1OC was read as Myeloid diff MLP inactive, WT yeast gro inh -15, PhoP inhibition -6%, RSV antiviral HEp-2 3.2%, human PMI inhibitors -9%, SIAH1 antagonists -1%, TNAP activation fold 1.1, PMI inhibitors -11%, XIAP antagonists -3.1%, WT yeast gro inh mutant strain 12 and Myeloid diff MLP GFP+ MAC1+ % 0.8.
`O=C(c1ccc(-c2cc(Cl)ccc2Cl)o1)N1CCOCC1` gave Myeloid diff MLP inactive, WT yeast gro inh 24, PhoP inhibition -4%, RSV antiviral HEp-2 0.8%, SIAH1 antagonists 3%, TNAP activation fold 1.1, XIAP antagonists -6.9%, WT yeast gro inh mutant strain 3 and Myeloid diff MLP GFP+ MAC1+ % 0.0.
CCCCNc1cnn(-c2ccccc2)c(=O)c1Cl was read as Myeloid diff MLP inactive, WT yeast gro inh -15, PhoP inhibition 4%, RSV antiviral HEp-2 -0.2%, human PMI inhibitors -5%, SIAH1 antagonists 0%, TNAP activation fold 1, PMI inhibitors -10%, XIAP antagonists -1.0%, WT yeast gro inh mutant strain -43 and Myeloid diff MLP GFP+ MAC1+ % 0.0.
`COc1cc(CNC(=O)c2ccc3oc(C(C)C)nc3c2)cc(OC)c1` gave Myeloid diff MLP inactive, PhoP inhibition 9%, RSV antiviral HEp-2 5.4%, SIAH1 antagonists -4% and Myeloid diff MLP GFP+ MAC1+ % 0.5.
Cc1cccc(NC(=O)CN2CCN(C(=O)C3CCCO3)CC2)c1C (stereo unspecified) was read as Myeloid diff MLP inactive, PhoP inhibition 0%, RSV antiviral HEp-2 1.5%, SIAH1 antagonists 3% and Myeloid diff MLP GFP+ MAC1+ % 0.8.
CCOC(=O)C1(C)NC(c2ccccc2F)C2C(=O)N(CC)C(=O)C21 (stereo unspecified) was read as Myeloid diff MLP inactive, WT yeast gro inh -14, PhoP inhibition -4%, RSV antiviral HEp-2 2.0%, human PMI inhibitors -6%, SIAH1 antagonists 4%, TNAP activation fold 1.1, PMI inhibitors -3%, XIAP antagonists -1.2%, WT yeast gro inh mutant strain 6 and Myeloid diff MLP GFP+ MAC1+ % 0.3.
`C[C@@H]1CCC[C@H](C)N1Cc1nc(Cc2ccccc2Cl)no1` gave Myeloid diff MLP inactive, WT yeast gro inh 14, PhoP inhibition -7%, RSV antiviral HEp-2 -1.0%, human PMI inhibitors 2%, SIAH1 antagonists 9%, TNAP activation fold 1.1, PMI inhibitors 6%, XIAP antagonists -7.4%, WT yeast gro inh mutant strain 14 and Myeloid diff MLP GFP+ MAC1+ % 0.2.
Screening Cc1nc(S/C(=C/c2ccc(OCc3ccc(C(=O)O)cc3)cc2)C(=O)O)n[nH]1 returned Myeloid diff MLP inactive, WT yeast gro inh -3, PhoP inhibition -9%, RSV antiviral HEp-2 -0.2%, human PMI inhibitors 9%, SIAH1 antagonists 7%, TNAP activation fold 2, PMI inhibitors -10%, XIAP antagonists -5.4%, WT yeast gro inh mutant strain 2 and Myeloid diff MLP GFP+ MAC1+ % 0.8.
For Cc1cccc(SC2CCN(Cc3nc(CC4CC4)no3)CC2)c1 the results were Myeloid diff MLP inactive, WT yeast gro inh 24, PhoP inhibition 3%, RSV antiviral HEp-2 3.6%, human PMI inhibitors 11%, SIAH1 antagonists 6%, TNAP activation fold 1, PMI inhibitors 16%, XIAP antagonists -1.6%, WT yeast gro inh mutant strain 16 and Myeloid diff MLP GFP+ MAC1+ % 0.4.
`CCOC(=O)C1CCN(C(=O)Cc2c(F)cccc2Cl)CC1` gave Myeloid diff MLP inactive, WT yeast gro inh -6, PhoP inhibition 3%, RSV antiviral HEp-2 0.7%, human PMI inhibitors 2%, SIAH1 antagonists 3%, TNAP activation fold 1.1, PMI inhibitors 7%, XIAP antagonists 6.4%, WT yeast gro inh mutant strain -16 and Myeloid diff MLP GFP+ MAC1+ % 3.0.
Screening COc1cccc(-c2nc(CS(=O)(=O)CC(=O)NCC(C)c3ccccc3)c(C)o2)c1 (stereo unspecified) returned Myeloid diff MLP inactive, PhoP inhibition 11%, RSV antiviral HEp-2 14%, SIAH1 antagonists -3% and Myeloid diff MLP GFP+ MAC1+ % 2.4.
`COc1cc2nc(CN(CCC(C)C)Cc3nc4cc(OC)c(OC)cc4c(=O)[nH]3)[nH]c(=O)c2cc1OC` gave Myeloid diff MLP inactive, WT yeast gro inh 4, PhoP inhibition -6%, RSV antiviral HEp-2 3.3%, human PMI inhibitors -10%, SIAH1 antagonists 3%, TNAP activation fold 1.2, PMI inhibitors -9%, XIAP antagonists -0.3%, WT yeast gro inh mutant strain 29 and Myeloid diff MLP GFP+ MAC1+ % 0.5.
For CSc1nccc(NC(=O)c2cccc(Br)c2)n1 the results were Myeloid diff MLP inactive, PhoP inhibition -7%, RSV antiviral HEp-2 9.2%, SIAH1 antagonists 2% and Myeloid diff MLP GFP+ MAC1+ % 0.3.
CN(Cc1ccccc1)c1oc(COc2ccccc2F)nc1C#N was read as Myeloid diff MLP inactive, WT yeast gro inh -9, PhoP inhibition -1%, RSV antiviral HEp-2 -1.2%, human PMI inhibitors -7%, SIAH1 antagonists -2%, TNAP activation fold 1.1, PMI inhibitors -1%, XIAP antagonists -5.9%, WT yeast gro inh mutant strain 2 and Myeloid diff MLP GFP+ MAC1+ % 1.9.
`C=CCc1cccc2cc(C(=O)Nc3ccccc3C(=O)O)c(=O)oc12` gave Myeloid diff MLP inactive, WT yeast gro inh 2, PhoP inhibition -5%, human PMI inhibitors -7%, SIAH1 antagonists 0%, TNAP activation fold 1, PMI inhibitors 10%, XIAP antagonists -11%, WT yeast gro inh mutant strain -10 and Myeloid diff MLP GFP+ MAC1+ % 0.3.
Cc1ccccc1OCCn1c(C)nc2ccccc21 was read as Myeloid diff MLP inactive, PhoP inhibition 4%, RSV antiviral HEp-2 0.0%, SIAH1 antagonists 1% and Myeloid diff MLP GFP+ MAC1+ % 0.9.
Screening Cc1cc(C)cc(OCc2ccc(C(=O)O)o2)c1 returned Myeloid diff MLP inactive, WT yeast gro inh -8, PhoP inhibition -16%, RSV antiviral HEp-2 1.3%, human PMI inhibitors 6%, SIAH1 antagonists 0%, TNAP activation fold 1.1, PMI inhibitors 6%, XIAP antagonists -2.0%, WT yeast gro inh mutant strain 5 and Myeloid diff MLP GFP+ MAC1+ % 2.2.
`COc1cc2nc(C3CCC3)n(NC(=O)C3CCC3)c(=O)c2cc1OC` gave Myeloid diff MLP inactive, WT yeast gro inh -19, PhoP inhibition -6%, RSV antiviral HEp-2 0.2%, human PMI inhibitors -4%, SIAH1 antagonists -2%, TNAP activation fold 0.9, PMI inhibitors -9%, XIAP antagonists 0.2%, WT yeast gro inh mutant strain -11 and Myeloid diff MLP GFP+ MAC1+ % 0.7.
Screening O=C(c1ccc2c(c1)OCCO2)C1CCN(S(=O)(=O)c2ccccc2F)CC1 returned Myeloid diff MLP inactive, WT yeast gro inh 9, PhoP inhibition -7%, RSV antiviral HEp-2 24%, human PMI inhibitors -2%, SIAH1 antagonists 1%, TNAP activation fold 1, PMI inhibitors 0%, XIAP antagonists -6.4%, WT yeast gro inh mutant strain -6 and Myeloid diff MLP GFP+ MAC1+ % 6.6.
Screening O=c1[nH]c(NCCO)nc2ncn(Cc3ccccc3)c12 returned Myeloid diff MLP inactive, WT yeast gro inh 8, PhoP inhibition 4%, RSV antiviral HEp-2 4.8%, human PMI inhibitors 7%, SIAH1 antagonists 1%, TNAP activation fold 1, PMI inhibitors 11%, XIAP antagonists -3.3%, WT yeast gro inh mutant strain -5 and Myeloid diff MLP GFP+ MAC1+ % 0.9.

By substructure, those above containing a furan ring, fused or not (two)
`O=C(c1ccc(-c2cc(Cl)ccc2Cl)o1)N1CCOCC1` gave Myeloid diff MLP inactive, WT yeast gro inh 24, PhoP inhibition -4%, RSV antiviral HEp-2 0.8%, SIAH1 antagonists 3%, TNAP activation fold 1.1, XIAP antagonists -6.9%, WT yeast gro inh mutant strain 3 and Myeloid diff MLP GFP+ MAC1+ % 0.0.
Screening Cc1cc(C)cc(OCc2ccc(C(=O)O)o2)c1 returned Myeloid diff MLP inactive, WT yeast gro inh -8, PhoP inhibition -16%, RSV antiviral HEp-2 1.3%, human PMI inhibitors 6%, SIAH1 antagonists 0%, TNAP activation fold 1.1, PMI inhibitors 6%, XIAP antagonists -2.0%, WT yeast gro inh mutant strain 5 and Myeloid diff MLP GFP+ MAC1+ % 2.2.

Continued.
`COc1cc(C(=O)ON=C2C=C(C)C(=O)C(C)=C2)cc(OC)c1OC` gave Myeloid diff MLP inactive, WT yeast gro inh 2, PhoP inhibition -6%, RSV antiviral HEp-2 7.9%, human PMI inhibitors 60%*, SIAH1 antagonists -1%, TNAP activation fold 1, PMI inhibitors 32%, XIAP antagonists -6.3%, WT yeast gro inh mutant strain 8 and Myeloid diff MLP GFP+ MAC1+ % 0.8.
CCCCN(C)Cc1c(C)[nH]c2ccc(OCC)cc2c1=O was read as Myeloid diff MLP inactive, WT yeast gro inh 11, PhoP inhibition 14%, RSV antiviral HEp-2 0.7%, human PMI inhibitors 6%, SIAH1 antagonists 0%, TNAP activation fold 1, PMI inhibitors 10%, XIAP antagonists -8.7%, WT yeast gro inh mutant strain 4 and Myeloid diff MLP GFP+ MAC1+ % 4.3.
For C/C(=N\NC(=S)NC(C)C)c1cccc([N+](=O)[O-])c1 the results were Myeloid diff MLP inactive, WT yeast gro inh 19, PhoP inhibition 4%, RSV antiviral HEp-2 1.1%, human PMI inhibitors -1%, SIAH1 antagonists 42%, TNAP activation fold 1, PMI inhibitors -3%, XIAP antagonists 7.1%, WT yeast gro inh mutant strain 2 and Myeloid diff MLP GFP+ MAC1+ % 0.1.
CC(C)Cc1nnc(NC(=O)CCC(=O)N2CCN(c3ccccc3F)CC2)s1 was read as Myeloid diff MLP inactive, PhoP inhibition 12%, RSV antiviral HEp-2 3.9%, SIAH1 antagonists 9% and Myeloid diff MLP GFP+ MAC1+ % 0.8.
Screening Cc1cc(-c2nnc3sc(C4CCCCC4)nn23)n[nH]1 returned Myeloid diff MLP inactive, WT yeast gro inh 10, PhoP inhibition -2%, RSV antiviral HEp-2 1.6%, human PMI inhibitors 0%, SIAH1 antagonists -2%, TNAP activation fold 1.1, PMI inhibitors -5%, XIAP antagonists -2.8%, WT yeast gro inh mutant strain 11 and Myeloid diff MLP GFP+ MAC1+ % 0.4.
CC(=O)Nc1ccc(NC(=O)CSc2nnnn2-c2ccc(F)cc2)cc1 was read as Myeloid diff MLP inactive, PhoP inhibition 7%, RSV antiviral HEp-2 -0.7%, SIAH1 antagonists -2% and Myeloid diff MLP GFP+ MAC1+ % 1.0.
For Cc1ccc(-c2cc(C(=O)NCCCn3ccnc3)c3cc(Br)ccc3n2)o1 the results were Myeloid diff MLP inactive, WT yeast gro inh 3, PhoP inhibition -9%, RSV antiviral HEp-2 2.7%, human PMI inhibitors -79%, SIAH1 antagonists -4%, TNAP activation fold 0.9, PMI inhibitors -43%, XIAP antagonists -2.3%, WT yeast gro inh mutant strain -4 and Myeloid diff MLP GFP+ MAC1+ % 0.0.

Compound activity as filed in PubChem.
